Screening data as filed in PubChem BioAssay.
GDH-TPI counter – counter-screen for M. tuberculosis FBA inhibitors: GDH-TPI coupled enzymes; GDH-TPI coupled enzyme counterscreen, NADH absorbance; inhibition, % at 4.8 µM; hit rate 1.2% among 360,000; in the data active means inhibition above about 30%;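 further: 0% = DMSO wells and 100% = wells lacking the enzyme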
Mtb UGM inh – blocks M. tuberculosis UGM enzyme; P9WIQ1; purified UGM, fluorescence polarization probe displacement; inhibition, % at 10 µM; hit rate 0.06% among 320,000; in the data active means inhibition above about 10%, passing the limit was not always enough
Mtb BioA inh – BioA (M. tuberculosis) enzyme inhibition. AID 602481. purified M. tuberculosis BioA enzyme, plate reader. hit rate 0.096% among 360,000. inhibition, % at 9.99 µM; in the data active means inhibition above about 40%
Mtb FBA inh – inhibits M. tuberculosis FBA enzyme; inhibition, % at 1 µM; purified M. tuberculosis FBA, fluorescence read-out; AID 588726; hit rate 2.3% among 360,000; P9WQA3; in the data active means inhibition above about 27%;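 further: 0% = vehicle and 100% = reference inhibitor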
Target sequence (P9WQA3 whole entry, looked up): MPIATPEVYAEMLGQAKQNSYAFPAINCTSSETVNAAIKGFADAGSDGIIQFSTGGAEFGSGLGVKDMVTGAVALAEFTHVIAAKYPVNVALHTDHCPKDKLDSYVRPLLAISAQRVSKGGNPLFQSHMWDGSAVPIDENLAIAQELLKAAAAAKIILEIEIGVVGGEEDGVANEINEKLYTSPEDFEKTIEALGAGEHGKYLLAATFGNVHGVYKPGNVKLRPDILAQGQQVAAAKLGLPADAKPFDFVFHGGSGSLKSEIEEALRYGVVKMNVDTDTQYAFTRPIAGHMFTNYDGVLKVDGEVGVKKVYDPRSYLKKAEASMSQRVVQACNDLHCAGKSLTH
Rv3671c protease – inhibits the M. tuberculosis serine protease Rv3671c | P9WHR9 | inhibition, % at 5.96 µM | hit rate 0.048% among 320,000 | AID 2606; in the data active means inhibition above about 38%;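 further: extracellular domain of Rv3671c used as enzyme; 0% = enzyme with DMSO and 100% = no enzyme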
Target sequence (P9WHR9 whole entry, looked up, the tested form may be a part): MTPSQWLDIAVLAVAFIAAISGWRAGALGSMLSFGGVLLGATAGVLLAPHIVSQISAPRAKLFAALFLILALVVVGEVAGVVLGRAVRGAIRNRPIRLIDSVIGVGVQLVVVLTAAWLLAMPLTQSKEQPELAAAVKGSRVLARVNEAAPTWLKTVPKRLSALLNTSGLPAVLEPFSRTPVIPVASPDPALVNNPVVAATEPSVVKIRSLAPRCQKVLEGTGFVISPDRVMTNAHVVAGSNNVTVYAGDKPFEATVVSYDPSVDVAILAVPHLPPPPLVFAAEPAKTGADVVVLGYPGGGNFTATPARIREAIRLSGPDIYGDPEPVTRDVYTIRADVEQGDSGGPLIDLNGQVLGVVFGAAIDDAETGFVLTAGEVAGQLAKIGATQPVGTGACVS
MazEF act – increases E. coli MazEF RNase cleavage of RNA; activation, % at 20 µM; hit rate 0.32% among 350,000; AID 504720; FAM/BHQ RNA-DNA oligo cleavage fluorescence, 5 h; in the data active means activation above about 50%
Target sequence (P0AE70 whole entry, looked up): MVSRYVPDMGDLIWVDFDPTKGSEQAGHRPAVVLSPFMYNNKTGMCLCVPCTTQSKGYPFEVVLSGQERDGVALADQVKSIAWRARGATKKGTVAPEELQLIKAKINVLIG
PriA SSB inh – blocks PriA binding to SSB C-terminal tail. AlphaScreen SSBct-PriA binding, biotinylated peptide. inhibition, % at 33 µM. hit rate 0.6% among 430,000. AID 1272365; in the data active means inhibition mostly above about 37%, no sharp cut-off; inactive means mostly below about 20%;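 further: plate controls were negative control peptide for no effect and reference peptide for full effect; strong numbers were not always called active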
Vc quorum ag – inducers of Vibrio cholerae quorum light production without autoinducers. V. cholerae BH1578 lux reporter, luminescence, 6 h. activation, % at 18.7 µM. hit rate 0.16% among 350,000; in the data active means activation mostly above about 9.7%, no sharp cut-off; further: not every result past the cut was called active; inactives centre near 0; reference of the scale not given here
DUSP3 inh – DUSP3 (human) phosphatase inhibition; hit rate 0.52% among 290,000; P51452; inhibition, % at 13.3 µM; recombinant VHR phosphatase, pNPP absorbance; in the data active means inhibition above about 50%; further: some compounds called inactive have numbers as strong as hits
Target sequence (P51452 whole entry, looked up): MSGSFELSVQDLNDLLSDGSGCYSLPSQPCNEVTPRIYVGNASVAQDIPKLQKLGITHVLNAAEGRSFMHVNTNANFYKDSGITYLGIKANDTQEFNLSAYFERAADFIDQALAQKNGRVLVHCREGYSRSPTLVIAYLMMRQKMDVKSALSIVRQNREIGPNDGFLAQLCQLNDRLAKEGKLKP
3CLpro inhibitor – SARS-CoV 3CLpro protease inhibition; AID 1706; recombinant SARS-CoV 3CLpro, quenched FRET peptide cleavage; inhibition, % at 6 µM; P0C6X7; hit rate 0.14% among 290,000; in the data active means inhibition above about 12%
The depositor's hits bear a star; i = inactive; / = not tested or not shown; & = joins results of further samples; ! = not active in a repeat. An excerpt (hit frequency here may not be typical).

SMILES	GDH-TPI counter	Mtb UGM inh	Mtb BioA inh	Mtb FBA inh	Rv3671c protease	MazEF act	PriA SSB inh	Vc quorum ag	DUSP3 inh	3CLpro inhibitor
O=C(CN1C(=O)c2ccccc2C1=O)NN1C(=O)c2ccccc2C1=O	-2	-1.2	-1.5	-3	-2	-4	-7	-0.4	16	-5
CC(=O)OCC(=O)Nc1ccc(Br)c(C)c1	4	-0.5	/	2	-2	6	4	i	22	-3
COc1cccc(CNCc2cc(OC)cc(OC)c2)c1	10	-0.6	1.2	0	-4	4	1	i	12	2
COc1ccc2oc(C(=O)N3CCN(S(=O)(=O)c4ccc(F)cc4)CC3)c(C)c2c1	1	0.5	-0.1	8	0	7	-4	i	/	/
CC(C)(C)NC(=O)C(c1ccccc1)N(Cc1ccco1)C(=O)c1csnn1 (configuration not stated)	-1	-2.8	-0.7	1	2	6	-2	-2.2	10	-3
N#CCc1ccc(OC(=O)Nc2ccccc2)cc1	-4	-0.3	-1.1	-3	3	1	-17	-0.3	26	-2
COc1cc2c(cc1OC)CN(C(=O)C1CCCN(C(=O)c3ccc(Cl)cc3)C1)CC2 (configuration not stated)	4	2.9	1.3	0	-10	10	-5	i	/	/
CC1(C(=O)NS(=O)(=O)c2cccc(OC(F)F)c2)CCN1C(=O)C/C=C/c1ccccc1 (configuration not stated)	-2	/	-1.5	-2	/	/	/	-0.4	/	/
Cc1ccccc1Nc1ncnc(N)n1	5	-2.1	1.1	-1	-4	-5	-1	0.4	18	2
COc1ccc(S(=O)(=O)N2CCCCC2)cc1NC(=O)CSc1nccn1C	-3	-1.0	/	4	3	3	4	-0.2	15	3
COc1cccc(OCC(O)CNC(=O)c2oc3c(C)c(C)ccc3c2C)c1 (configuration not stated)	1	-1.8	2.0	0	-16	-3	-4	i	-8	-1
C=CS(=O)(=O)N(Cc1ccccc1Br)[C@H](CO)Cc1ccccc1	4	/	-0.7	-1	/	3	-16	1.2	/	/
COc1ccc(-c2cc(CCCC(=O)NCc3ccccn3)no2)cc1	8	-3.7	-0.4	-2	-1	4	-5	-0.3	5	3
CCc1ccc(CNc2ccc(N3CCN(C(C)=O)CC3)cc2)cc1	11	-1.1	2.2	0	-14	-5	36	-4.8	4	-2
CCOc1ccc(CCNC(=O)c2ccc3c(c2)NC(=O)C2CCCN32)cc1OCC (configuration not stated)	/	-0.3	/	/	-12	/	/	/	17	-5
COc1ccc(-c2sc3ccccc3c2/C=C/c2ccncc2)cc1	12	4.6	-1.0	3	-7	-4	-14	-0.4	/	/
Brc1ccc(-c2nnc(SCCC3OCCCO3)o2)cc1	0	3.4	-7.2	0	2	10	-4	3.7	38	-4
c1ccc(-c2csc3nnc(SCc4ccc5c(c4)OCCO5)n23)cc1	-7	-2.8	2.6	1	-2	-10	40*!	10	39	-2
COc1ccc(/C=N/NC(=O)c2cccc(C(=O)N/N=C/c3ccc(OC)c(OC)c3)n2)cc1OC	6	/	0.9	3	/	3	/	i	-4	0
COc1ccc(OC)c2sc(N3CCc4ccccc4C3)nc12	2	2.6	/	0	-5	19	20&-3	-2.4	13	-3
c1ccc(OCc2nn3c(-c4ccccn4)nnc3s2)cc1	1	-1.7	11	0	-12	0	1	-0.3	17	2
O=C(O)CCc1nc(-c2ccc(Cl)cc2)no1	4	-0.9	/	-1	0	0	-18	-1.4	26	4
COc1cccc(NS(=O)(=O)c2ccc3[nH]cc(C(=O)NCCN4CCOCC4)c(=O)c3c2)c1	15	5.5	0.0	-4	-3	4	-4	0.0	17	-10
CCN1CCN(C(=S)c2ccc(Cl)c(Cl)c2)CC1	4	-2.0	0.4	1	2	-1	-16	-0.7	10	4
COc1ccc(F)cc1C(=O)C1CCCN(C(=O)Cc2c(C)noc2C)C1 (configuration not stated)	2	2.2	3.1	2	-1	6	-19	-0.2	35	5
CC1(C(=O)NS(=O)(=O)c2cccc(F)c2)CCN1C(=O)CC1CCCCC1 (configuration not stated)	5	/	-0.4	-3	/	/	/	i	/	/
O=S(=O)(NCc1cccs1)c1cccc(S(=O)(=O)N2CCCCC2)c1	14	-1.7	-0.6	3	-8	-12	-28	-2.0	-4	-3
O=C1CSC(c2cn(-c3ccccc3)nc2-c2cc3ccccc3oc2=O)N1Cc1ccccc1 (configuration not stated)	9	-3.2	-2.6	7	1	-20	-10	i	-5	-3
Nn1c(SCc2cn3cc(Cl)ccc3n2)nnc1-c1ccncc1	2	-0.2	/	0	-2	5	1	i	5	1
O=C(OCc1ccccc1C(F)(F)F)c1ccc(Br)c(S(=O)(=O)N2CCOCC2)c1	3	/	-0.4	-1	/	-9	-14	i	/	/
O=C(COc1ccc(S(=O)(=O)N2CCCCC2)cc1)NCC1CCCO1 (configuration not stated)	-14	2.9	/	-6	-2	11	-1	0.1	7	-1
NC(Cc1ccc(C(F)(F)F)cc1)c1csc(Nc2ccc(C(=O)NCCCO)cn2)n1 (configuration not stated)	16	/	-2.2	0	/	/	/	i	/	/
C[C@H]1CN([C@@H](C)CO)S(=O)(=O)c2ccc(Br)cc2O[C@H]1CN(C)Cc1ccccc1F	6	/	5.8&1.1	-2	/	5	/	-2.4	/	/
O=C(c1ccc2c(c1)OCO2)N1CCCC1	-11	-1.7	-0.2	-2	-9	-4	-9	i	3	-4
COc1cc(OC)c2c(-c3cccc(-c4ccc(C(F)(F)F)cc4)c3)cc(=O)oc2c1	8	/	-0.9	0	/	1	-7	1.8	/	/
Cc1ccc(S(=O)(=O)N(C)CC(=O)NCCCn2nc(C)cc2C)cc1	-5	-3.3	-0.9	0	9	-10	-1	2.9	/	/
Oc1ccc2c3c1OC1c4oc5ccccc5c4C[C@@]4(O)[C@@H](C2)N(CC2CC2)CC[C@]314 (some centres not stated)	3	/	2.0	3	1	10	-5	-0.5	/	/
COc1ccc(-n2ncc3c(=O)n(Cc4c(F)cccc4Cl)cnc32)cc1	6	1.7	/	5	4	1	5	-0.2	20	2
CN(CC(=O)Nc1ccc(F)cc1)C(=O)COC(=O)Cc1cccs1	2	2.4	-2.8	5	-8	10	-22	3.7	/	/
Cc1ccc(S(=O)(=O)Nc2cc(=O)[nH]c(SCc3ccccc3Cl)n2)cc1	5	-3.0	/	0	-15	-6	-8	-0.7	-8	1

Taken from the entries so far for reference:
SMILES	GDH-TPI counter	Mtb UGM inh	Mtb BioA inh	Mtb FBA inh	Rv3671c protease	MazEF act	PriA SSB inh	Vc quorum ag	DUSP3 inh	3CLpro inhibitor
c1ccc(OCc2nn3c(-c4ccccn4)nnc3s2)cc1	1	-1.7	11	0	-12	0	1	-0.3	17	2
O=C(O)CCc1nc(-c2ccc(Cl)cc2)no1	4	-0.9	/	-1	0	0	-18	-1.4	26	4

An excerpt from above in order of molecular weight, ascending.
SMILES	GDH-TPI counter	Mtb UGM inh	Mtb BioA inh	Mtb FBA inh	Rv3671c protease	MazEF act	PriA SSB inh	Vc quorum ag	DUSP3 inh	3CLpro inhibitor
Cc1ccccc1Nc1ncnc(N)n1	5	-2.1	1.1	-1	-4	-5	-1	0.4	18	2
O=C(c1ccc2c(c1)OCO2)N1CCCC1	-11	-1.7	-0.2	-2	-9	-4	-9	i	3	-4
O=C(O)CCc1nc(-c2ccc(Cl)cc2)no1	4	-0.9	/	-1	0	0	-18	-1.4	26	4
COc1ccc(OC)c2sc(N3CCc4ccccc4C3)nc12	2	2.6	/	0	-5	19	20&-3	-2.4	13	-3
O=C(CN1C(=O)c2ccccc2C1=O)NN1C(=O)c2ccccc2C1=O	-2	-1.2	-1.5	-3	-2	-4	-7	-0.4	16	-5
Brc1ccc(-c2nnc(SCCC3OCCCO3)o2)cc1	0	3.4	-7.2	0	2	10	-4	3.7	38	-4
COc1ccc(F)cc1C(=O)C1CCCN(C(=O)Cc2c(C)noc2C)C1 (configuration not stated)	2	2.2	3.1	2	-1	6	-19	-0.2	35	5
c1ccc(-c2csc3nnc(SCc4ccc5c(c4)OCCO5)n23)cc1	-7	-2.8	2.6	1	-2	-10	40*!	10	39	-2
CC1(C(=O)NS(=O)(=O)c2cccc(F)c2)CCN1C(=O)CC1CCCCC1 (configuration not stated)	5	/	-0.4	-3	/	/	/	i	/	/
O=S(=O)(NCc1cccs1)c1cccc(S(=O)(=O)N2CCCCC2)c1	14	-1.7	-0.6	3	-8	-12	-28	-2.0	-4	-3
Oc1ccc2c3c1OC1c4oc5ccccc5c4C[C@@]4(O)[C@@H](C2)N(CC2CC2)CC[C@]314 (some centres not stated)	3	/	2.0	3	1	10	-5	-0.5	/	/
COc1cc(OC)c2c(-c3cccc(-c4ccc(C(F)(F)F)cc4)c3)cc(=O)oc2c1	8	/	-0.9	0	/	1	-7	1.8	/	/
COc1cc2c(cc1OC)CN(C(=O)C1CCCN(C(=O)c3ccc(Cl)cc3)C1)CC2 (configuration not stated)	4	2.9	1.3	0	-10	10	-5	i	/	/
O=C1CSC(c2cn(-c3ccccc3)nc2-c2cc3ccccc3oc2=O)N1Cc1ccccc1 (configuration not stated)	9	-3.2	-2.6	7	1	-20	-10	i	-5	-3

(further entries)
SMILES	GDH-TPI counter	Mtb UGM inh	Mtb BioA inh	Mtb FBA inh	Rv3671c protease	MazEF act	PriA SSB inh	Vc quorum ag	DUSP3 inh	3CLpro inhibitor
CCCCCCCCOC(=O)CCc1c(C)[nH]c(=S)[nH]c1=O	9	-0.3	-1.2	-4	-3	0	2	-0.2	16	2
COc1cccc(/C=C/C(=C2/C(=O)N(c3ccccc3)N=C2C)c2ccc(Br)cc2)c1OC	8	-3.6	/	3	-4	9	5	-0.4	28	-1
O=[N+]([O-])c1ccc(CCn2ccnc2)cc1	6	-1.8	2.1	4	7	3	-6	i	12	0
O=C(COc1ccc2c3c(c(=O)oc2c1)CCCC3)NCc1ccccn1	9	-2.2	1.7	86*	6	5	5	i	15	-3
Cc1cccc(-n2nnc(C(=O)N3CCc4ccccc4C3)c2N)c1	-4	2.8	0.4	2	-16	2	-2	-3.2	31	4
O=C(Nc1cccc(F)c1)c1coc(=O)c(Br)c1	27	1.5	/	171*	8	-1	2	-2.1	26	-3
CCCN1CCC(=NNC(=O)c2ccc(Br)o2)CC1	-4	0.8	1.5	1	4	-2	-13	-0.3	38	4
CC1Cc2ccccc2N1C(=O)Cn1c(=O)oc2cc(S(=O)(=O)N3CCCCC3)ccc21 (configuration not stated)	-5	-0.1	-0.8	1	6	-9	-1	-0.4	48	-2
CCc1nnc(NC(=O)CN2CCCC(C)C2)s1 (configuration not stated)	-2	-0.8	1.2	-1	2	11	-21	0.7	26	-3
O=C(Oc1coc(CSc2nnc(NC(=O)c3cccs3)s2)cc1=O)c1ccccc1	24	-1.6	-2.4	3	-11	1	-3	i	1	2
CCOC(=O)c1c(NC(=O)COC(=O)CCNS(=O)(=O)c2ccccc2)sc(C(=O)N(C)C)c1C	0	/	/	-2	/	-13	-7	i	/	/
CC(C)CCn1c(SCCc2ccccc2)nc2c1c(=O)[nH]c(=O)n2C	5	-0.3	-0.7	1	1	8	-10	i	4	5
Fc1ccc(Oc2ccnc(Cl)n2)c(Cl)c1	/	-3.1	/	/	3	3	-7	/	/	/
O=C1CNC(c2ccccc2)C(c2ccccc2)N1 (configuration not stated)	9	/	0.2	0	/	4	/	-11	/	/
Cc1ccc(C(=O)c2ccc([N+](=O)[O-])cc2)c(C)c1	-3	-0.1	-0.7	4	8	-5	28	i	0	2
Cc1ccc(NC(=O)c2cc(-n3cnnc3)ccc2Cl)cc1	14	-1.8	0.7	-2	-2	2	7	-14	-1	-6
Cc1ccc(CC(=O)N2CCN(C(=O)C3CCCO3)CC2)cc1 (configuration not stated)	0	-1.9	-0.4	3	5	4	-4	2.2	-4	-9
CCS(=O)(=O)N1CCC(C(=O)NCCN2CCN(Cc3ccccc3)CC2)CC1	9	1.5	-1.3	2	-2	2	-3	0.9	10	-4
Cc1cccn2c(=O)nc(SCC(=O)N3CCC(C)CC3)nc12	14	-0.9	11	0	-2	10	-16	-0.4	/	/
CC(CNC(=O)c1cc(Cl)ccc1[N+](=O)[O-])NC(=O)c1cc(Cl)ccc1[N+](=O)[O-] (configuration not stated)	-1	-2.5	0.4	1	-2	-4	-5	0.5	9	5
COc1cc(C(=O)Nc2nnc(CC(=O)N3CCOCC3)s2)cc(OC)c1OC	4	-2.4	-1.7	2	-8	4	-9	-7.7	17	-2
